Screens as filed in PubChem BioAssay.
Coupling enz – coupling enzyme interference in Giardia aldolase counter-screen; coupling enzyme system counterscreen, AmpLite Red fluorescence; activity change, negative = inhibition, % at 58.2 µM, hits read low; hit rate 0.67% among 290,000; AID 2472; in the data active means activity change below about -30%
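First, compound is pin-transferred into glyceraldehyde-3-phosphate coupling-enzyme reagent at 57.5 uM final and held 10 min at RT. Next, substrate, coupling system and AmpLite Red are added. After 20 min RT, fluorescence (525/598 nm) is read.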
An asterisk follows results filed as active; & = joins results of further samples. On the % scale 0 is the no-effect control and ±100 the full control effect. Some of the compounds tested; count on the stated rates, not on these rows.

SMILES | Coupling enz
O=C(c1csnn1)N1CCC2(CCN(Cc3cc(C(F)(F)F)cc(C(F)(F)F)c3)CC2)CC1 | -1
CN(C)c1ccc(-c2ccc3ncnc(N(C)C)c3c2)cc1 | -8
CCCCC1=CC2=C(OC(C)=O)C(=O)C(C)(OC(=O)CC)C(=O)C2=CO1 (centres undefined) | 0
CCCCC[C@H](O)/C=C/[C@H]1OC(=O)C[C@H](O)[C@@H]1C/C=C\CCCC(=O)O | 0
Clc1cccc(C=NC=Nc2cccc(Cl)c2)c1 | 0
COCCNc1ncnc2ccc(-c3ccccc3C)cc12 | 3
CC(=O)OC1CC(OC(C)=O)[C@]2(C)C(CC(OC(C)=O)[C@@]3(C)C4=CC(=O)OC(c5ccoc5)[C@]4(C)CCC32)C1(C)C (some centres undefined) | 4
O=C1CCCC(C(C(=O)OCc2ccccc2)C(=O)OCc2ccccc2)C1 (centres undefined) | 2
COc1ccc2c(c1)C(=O)[C@H](OC(=O)NCCc1ccc(OC)c(OC)c1)[C@@H](c1ccc(OC)c(Br)c1)O2 | 1
CC(=O)N1CCC2(CCCN(c3ccc(-c4ccccc4)cc3)C2)CC1 | -4
CC1=C2C(=CO[C@H](C)[C@H]2C)C(=O)C(C(=O)O)=C1O | -30
CC(C)[C@H]1COC(c2cc(Cl)cc(Cl)c2)=N1 | 2
O=C(N/N=C1/C[C@@H](O)[C@@H](O)[C@@H]2[C@@H]3C(=O)N(C4CCCCC4)C(=O)[C@H]3CC[C@H]12)OCc1ccccc1 | 3
Cc1cccc(CNc2ccnc(-c3ccccc3Cl)n2)c1 | 0
CCC1OC(=O)C(C)[C@@H](O[C@H]2C[C@@](C)(OC)C(O)C(C)O2)C(C)[C@@H](O[C@@H]2OC(C)CC(N(C)C)C2O)[C@@](C)(O)CC(C)C2NC(COCCOC)O[C@H](C2C)[C@@]1(C)O (some centres undefined) | 3
CO[C@H]1COC(=O)C/C=C\[C@H](C)[C@H](OC)COC(=O)[C@@H](C)COC(=O)C/C=C\[C@@H]1C | -2&1
CCN1C(C)=C(C(=O)OC)C(c2ccccc2)N2C(=O)[C@](O)(C(=O)OC)C(c3ccccc3)C(C(=O)c3ccccc3)=C12 (some centres undefined) | 1
O=c1c(CCc2ccccc2)nc2cncnc2n1Cc1ccccc1Cl | 2
NC(=O)c1cc[n+](CC2=C(C(=O)[O-])N3C(=O)[C@@H](NC(=O)Cc4cccs4)[C@@H]3SC2)cc1 | 2
Cc1noc(C)c1C(=O)N1CCC2(CCCN(Cc3ccc(C#N)cc3)C2)CC1 | -2
C[C@H](NC(c1cccc2nc(O)c(O)nc12)P(=O)(O)O)c1ccc(Br)cc1 (some centres undefined) | 8
CC(=O)C1=C(O)C=C2Oc3c(C(C)=O)c(O)c(C)c(O)c3[C@]2(C)C1=O | 14
CCN1C(=O)[C@H]2[C@H]3[C@H](O)[C@H](O)C/C(=N/OC)[C@@H]3CC[C@@H]2C1=O | 1
CN(C)c1ncc2nc(-c3ccc(F)cc3)c(=O)n(CCc3ccccc3)c2n1 | 4
CC(C)C[C@H](NC(=O)[C@H]1O[C@@H]1C(=O)O)C(=O)NCCCCN=C(N)N | -3

By substructure, the entries above with a COOH group.
SMILES | Coupling enz
CCCCC[C@H](O)/C=C/[C@H]1OC(=O)C[C@H](O)[C@@H]1C/C=C\CCCC(=O)O | 0
CC1=C2C(=CO[C@H](C)[C@H]2C)C(=O)C(C(=O)O)=C1O | -30
CC(C)C[C@H](NC(=O)[C@H]1O[C@@H]1C(=O)O)C(=O)NCCCCN=C(N)N | -3

Further entries follow.
SMILES | Coupling enz
CC(C)NC(=O)N1CC[C@@]2(CCCN(C(=O)c3cc(C(F)(F)F)cc(C(F)(F)F)c3)C2)C1 | 1
O=c1cc(-c2ccccc2O)oc2c(O)c(O)ccc12 | -56*
O=C(NCCC[N+]1=CC=N[C@H]1c1ccccc1)N1CCCc2nc(-c3ccc(Br)cc3)ccc21 | 2
COc1ccc2c3c([nH]c2c1)[C@@H]1C[C@@H]2[C@@H](C[C@H](O)[C@H](OC)[C@H]2C(=O)O)CN1CC3 | -1
CCNc1ncc2nc(-c3ccc(Cl)cc3)c(=O)n(Cc3cccc(OC)c3)c2n1 | -5
CC(=O)SC[C@@H](Cc1ccccc1)C(=O)NCC(=O)OCc1ccccc1 | 2
COCC(=O)N1CCC2(CC1)CCN(c1ncccn1)CC2 | -1
CCCCCCCCN=C(N)c1ccc(C(=O)OCC2CCCCC2)cc1 | -1
CNc1nc(-c2cccc(NS(C)(=O)=O)c2)nc2ccccc12 | -1
COCCn1c(=O)c(-c2ccccc2)nc2cnc(N(C)C)nc21 | 0
N#CCCn1c(=O)c(-c2cc(F)cc(F)c2)nc2cnc(Oc3cccc(Cl)c3)nc21 | 0
O=c1cnc2cnc(Nc3ccccc3)nc2n1C1CC1 | 0
COC(=O)N1CCC[C@@]2(CCN(Cc3cc(C(F)(F)F)cc(C(F)(F)F)c3)C2)C1 | 2
CCCCCC(=O)O[C@H](CC(=O)O)C[N+](C)(C)C | 8
N=C(N)SCCN=C(N)N | 1
OC1OC[C@H](O)[C@@H](O)[C@@H]1O (some centres undefined) | 0
C=CCOC(=O)C(C(C)=O)C(NC(=O)OC)c1ccc(Cl)cc1 (centres undefined) | -5
c1cncc(CNc2ncncc2-c2cccnc2)c1 | 0
COc1ccc(-n2c(=O)c(-c3ccc(F)cc3)nc3cnc(N4CCNCC4)nc32)cc1 | -1
Cn1c(=O)c(-c2ccccc2)nc2cnc(OCc3ccccc3)nc21 | 0
COc1ccccc1-c1oc2ccccc2c(=O)c1O | -1
Cc1noc(C)c1-c1nccc(NCc2ccccc2)n1 | -3
Cn1cccc1C(=O)N1CCC[C@@]2(CCN(C(=O)Nc3cccc(F)c3)C2)C1 | 2
C[C@@H](CN(C)C[C@H]1C(=O)O[C@@H]2C[C@@]3(C)CCC[C@]4(CO4)C3CC21)[C@H](O)c1ccccc1 (some centres undefined) | 0
CCOc1ccc(C(=O)c2ccc(O)c(O)c2O)cc1 | -3

Compounds listed so far that have a cyano group (2):
SMILES | Coupling enz
Cc1noc(C)c1C(=O)N1CCC2(CCCN(Cc3ccc(C#N)cc3)C2)CC1 | -2
N#CCCn1c(=O)c(-c2cc(F)cc(F)c2)nc2cnc(Oc3cccc(Cl)c3)nc21 | 0

Other results follow.
SMILES | Coupling enz
Clc1ccccc1CNCC1CCC(CNCc2ccccc2Cl)CC1 (centres undefined) | 1
c1ccc(-c2ccc(OCCN3CCCC3)cc2)cc1 | 0
O=C(c1ccncc1)N1CCC2(CCCN(C(c3ccccc3)c3ccccc3)C2)CC1 | -1
NCCC[C@@H](CC(=O)N[C@@H]1CCCC[C@H]1C(=O)N[C@H](CC(=O)N[C@@H](CCC(=O)O)CC(=O)O)Cc1c[nH]c2ccccc12)NC(=O)C[C@H](CO)NC(=O)[C@@H]1CCCC[C@H]1N | 0
CC[N+]1(C)[C@@H]2CC[C@H]1CC(OC(=O)[C@H]1CC[C@@](C(=O)OC3C[C@H]4CC[C@@H](C3)[N+]4(C)CC)(c3ccccc3)c3ccccc31)C2 (some centres undefined) | -1
Clc1ccc(-c2nc3sccn3c2/C=N/OCc2ccc(Cl)c(Cl)c2)cc1 | -3
COc1ccc2c(c1)O[C@H](c1ccc3c(c1)OCO3)[C@@H](OC(=O)Nc1ccc(OC(F)F)cc1)C2=O | -6
CCCCC/C=C\C\C=C/C=C/C=C/[C@@H](SCC(NC(=O)CCC(N)C(=O)O)C(=O)NCC(=O)O)[C@@H](O)CCCC(=O)O (some centres undefined) | 1
CC(C)C[C@@H](NC(=O)[C@@H](O)[C@H](N)Cc1ccccc1)C(=O)O | 2
O=C(Nc1ccccc1)N1CC2(CCN(C(=O)c3cccc(F)c3)CC2)C1 | -1
NCCC[C@@H](CC(=O)N[C@@H]1CCCC[C@H]1C(=O)N[C@H](CC(=O)N[C@@H](CCC(=O)O)CC(=O)O)Cc1ccccc1)NC(=O)C[C@H](Cc1c[nH]c2ccccc12)NC(=O)[C@@H]1CNCC[C@H]1N | 0
C[C@]1(c2ccccc2)OC(C(=O)O)=CC1=O | 1
O=C(Nc1cccc(F)c1)N1CC[C@@]2(CCCN(C(=O)c3cc(C(F)(F)F)cc(C(F)(F)F)c3)C2)C1 | 0
Cc1cc(O)c(C)c2sc(N)nc12 | -1
O=c1cnc2cnc(Oc3ccccc3)nc2n1C[C@H]1CCCO1 | 2
COc1c(O)cc2c(-c3ccccc3)cc(=O)oc2c1OC | 5
COc1ccc(NC(=O)N2CC3(CCN(S(=O)(=O)c4ccccc4)CC3)C2)cc1 | -4
C=CCOC(=O)C(C(C)=O)C(NC(=O)OC)c1ccc2ccccc2c1 (centres undefined) | -1
N#Cc1cccc(CS(=O)(=O)c2ccccc2)c1 | 3
CC(=O)O[C@H](C(=O)O[C@@H]1C[C@@H](CCC[C@H]2O[C@H](C(=O)OC(C)C)CC[C@@H]2C)O[C@@H](CC#N)C1)c1ccccc1 | 4
CCC(=O)N[C@@H]1CCc2cccc(OC)c2C1 | 4
COc1ccc(-n2c(=O)c(CCc3ccccc3)nc3cnc(OC)nc32)cc1 | 5
COc1cc(-c2oc3cc(O)cc(O)c3c(=O)c2O[C@@H]2O[C@H](CO)[C@@H](O)[C@H](O)[C@H]2O)ccc1O | 0
CS(=O)(=O)Nc1cccc(-c2cncnc2NCc2cccs2)c1 | 2
CC[C@@](N)(C(=O)O)c1ccc(C(=O)O)cc1 | 4
Next part:
SMILES | Coupling enz
COc1cc(C2c3cc4c(cc3C(O)[C@H]3COC(=O)C23)OCO4)cc(OC)c1OC (some centres undefined) | 2&4
COc1ncc2nc(-c3ccccc3)c(=O)n(CCC#N)c2n1 | 1
COC(=O)N1CCC[C@@]2(CCN(C(=O)Nc3cccc(C#N)c3)C2)C1 | 1
O=C1OC2(c3cc(I)c(O)c(I)c3Oc3c2cc(I)c(O)c3I)c2c(Cl)c(Cl)c(Cl)c(Cl)c21 | 2
CN(Cc1ccco1)c1ncnc2ccc(-c3cccc(NS(C)(=O)=O)c3)cc12 | -1
Cc1noc(C)c1C(=O)N1CCC2(CC1)CN(Cc1cc(C(F)(F)F)cc(C(F)(F)F)c1)C2 | 4
COC(=O)C[C@@H]1O[C@H]1[C@H](C)[C@@H](OC)C(C)C | 0
COc1cc2c(cc1OC)Cc1cc(OC)c(OC)cc1Cc1cc(OC)c(OC)cc1C2 | -4
S=c1[nH]c2ccccc2s1 | 5&0
O=c1c(-c2cccs2)nc2cnc(Oc3ccccc3)nc2n1-c1ccccc1 | 5
Cc1c(O)ccc2c1OCO2 | -13
CS(=O)(=O)Nc1cccc(-c2nc(NCCN3CCOCC3)c3ccccc3n2)c1 | 1
COc1ccc(-c2nc3cnc(N4CCN(C)CC4)nc3n(Cc3cccc(OC)c3)c2=O)cc1 | 2
N#Cc1ccc(CN2CC3(CCN(C(=O)c4csnn4)CC3)C2)cc1 | 4
CC1CCC2(OC1)OC1CC3C4CC[C@@H]5CC(O)CC[C@@]5(C)C4CC(=O)[C@]3(C)C1C2C (some centres undefined) | -1
COc1ncc2ncc(=O)n(C[C@H]3CCCO3)c2n1 | 2
CCCCNc1nc(C#N)nc(Nc2ccccc2)n1 | 0
CN(Cc1ccco1)c1nc(-c2ccccc2C(F)(F)F)nc2ccccc12 | -1
COc1ccccc1-c1ccc2ncnc(NCc3cccnc3)c2c1 | 3
Cc1cc(=O)cc2oc3cc(N)c(-c4c(C)cc(O)cc4O)c(C)c3nc1-2 | -30*
CN(C)c1nc(-c2ccoc2)nc2ccccc12 | 2
COCCn1c(=O)c(-c2ccccc2)nc2cnc(Nc3cccc(OC)c3)nc21 | 1
CC(=O)c1c(O)c(C)c(O)c2c1OC1=CC(=O)C(C(C)=O)C(=O)C12C (centres undefined) | 16
CC(=O)OCC(=O)C1CCC2C3CC=C4CC(O)CC[C@@]4(C)C3CC[C@]12C (some centres undefined) | -3
O=C1CCC=C1C(O)c1ccc(Cl)cc1 (centres undefined) | 0

Taken from above.
Coupling enz, Cc1noc(C)c1C(=O)N1CCC2(CC1)CN(Cc1cc(C(F)(F)F)cc(C(F)(F)F)c1)C2 is entered as 4
Coupling enz, COc1cc2c(cc1OC)Cc1cc(OC)c(OC)cc1Cc1cc(OC)c(OC)cc1C2 is entered as -4
Coupling enz, Cc1cc(=O)cc2oc3cc(N)c(-c4c(C)cc(O)cc4O)c(C)c3nc1-2 is entered as -30*
Coupling enz, COc1ccc(-c2nc3cnc(N4CCN(C)CC4)nc3n(Cc3cccc(OC)c3)c2=O)cc1 is entered as 2
Coupling enz, O=C1OC2(c3cc(I)c(O)c(I)c3Oc3c2cc(I)c(O)c3I)c2c(Cl)c(Cl)c(Cl)c(Cl)c21 is entered as 2
Coupling enz, COC(=O)C[C@@H]1O[C@H]1[C@H](C)[C@@H](OC)C(C)C is entered as 0
Coupling enz, COC(=O)N1CCC[C@@]2(CCN(C(=O)Nc3cccc(C#N)c3)C2)C1 is entered as 1

Next part:
SMILES | Coupling enz
C=CCCCCCCCCCCC/C=C/C(O)COC(C)=O (centres undefined) | 1
Cc1nc2cnc(N3CCNCC3)nc2n(CCC#N)c1=O | 0
C[C@@H]1C(=O)O[C@H]2[C@H](O)[C@@]34[C@H]5CC(C(C)(C)C)[C@]36[C@H](OC(=O)[C@H]6O)O[C@]4(C(=O)O5)[C@@]12O (some centres undefined) | 4
CSCC[C@@H]1NC(=O)C/C=C\[C@@H](C)COC(=O)[C@H](C)COC1=O | 0
COc1ccc(C(=O)N2CCC3(CC2)CCN(c2ncccn2)CC3)cc1 | -9
CCNc1ncc2nc(CCc3ccccc3)c(=O)n(C)c2n1 | 1
O=c1cc(-c2ccccc2Cl)oc2c([N+](=O)[O-])ccc(O)c12 | 1
CC(C)(CCCCCCCCCCC(C)(C)CC(=O)O)CC(=O)O | 13
O=C(c1ccncc1)N1CCC2(CC1)CCN(c1ncccn1)CC2 | 0
CC(=O)Nc1ccc(/C=N/NC(N)=S)cc1 | 1
COc1cccc(Cn2c(=O)c(-c3cccs3)nc3cnc(Nc4cccc(OC)c4)nc32)c1 | -1
O=P1(O)Oc2c(-c3ccccc3)cc3ccccc3c2-c2c(c(-c3ccccc3)cc3ccccc23)O1 | -2
